TNAP activation fold: human TNAP enzyme activators, primary screen, biochemical, luminescent, no phosphate acceptor, uHTS (AID 1001); actives 0.03% (n = 200,000); activation fold at 20 µM, or EC50 in µM where a hit was titrated; purified TNAP, luminescent activation assay, no phosphate acceptor; higher activation fold means a stronger effect; in the data active = activation fold from about 3, or a potency from the dose series; inactive = the rest, 99 in 100 with activation fold below about 1.6; note: many of its hits are not listed in these tables
PhoP inhibition: PhoP-dependent GFP reporter repression – Salmonella Typhimurium, primary screen (AID 1863); S. Typhimurium PhoP-regulated promoter GFP reporter, 4 h; higher % means a stronger effect; inhibition, % at 50 µM, or IC50 in µM where a hit was titrated; actives 0.16% (n = 300,000);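 active = inhibition over 29.93%, a cutoff 3 SD above the screen mean, later confirmed by dose response; inconclusive = inhibition over 29.93% but no dose response follow-up; inactive = inhibition at most 29.93% or unconfirmed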;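 note: 0% = low Mg2+ inducing control and 100% = high Mg2+ repressing control; strong numbers were not always called active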
Myeloid diff 2: compounds promoting myeloid differentiation. calls only at 10 µM. AID 624256. actives 1% (n = 360,000). ER-HoxA9 myeloid progenitors, lysozyme-GFP differentiation, flow cytometry;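 active = normalized GFP-positive differentiation at or above the plate's own cutoff, the solvent-only control mean plus 3 SD; inconclusive = no clear call, values can overlap the other calls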;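 note: cells exposed to compound for four days before flow analysis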
Siah-1 displacement: Siah-1 peptide-binding antagonists, primary screen, biochemical, fluorescence polarization, rhodamine-plectin, uHTS (AID 1817) | displacement, % at 20 µM, or IC50 in µM where a hit was titrated | Siah-1 / rhodamine-plectin peptide fluorescence polarization; higher % means a stronger effect | actives 0.02% (n = 290,000);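 active = displacement of at least 50% at 20 µM, with a fluorescence ratio check between 0.3 and a set limit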;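 note: plate controls were Siah plus tracer with DMSO for no effect and tracer alone without Siah for full effect; strong numbers were not always called active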
RSV antiviral HEp-2: inhibition of RSV-induced cytopathic effect – HEp-2 cells, primary 10 µM value included (AID 2391). HEp-2 cells, RSV-induced CPE inhibition; higher % means a stronger effect. CPE inhibition, % at 10 µM, or IC50 in µM where a hit was titrated. actives 0.13% (n = 310,000); in the data active = a potency from the dose series; inconclusive = CPE inhibition mostly from about 23% at the one dose, without a potency; inactive = the rest, 99 in 100 with CPE inhibition below about 21%; note: strong numbers were not always called active
human PMI inhibitors: human PMI inhibitors, high substrate, primary screen, biochemical, fluorescence intensity, high mannose 6-phosphate (AID 1220); recombinant PMI enzyme, coupled fluorescence intensity; higher % means a stronger effect; inhibition, % at 20 µM, or IC50 in µM where a hit was titrated; actives 0.66% (n = 190,000)
XIAP displacement: XIAP antagonists, biochemical, IAP family, fluorescence polarization (AID 1018). XIAP BIR domain, fluorescence polarization peptide displacement; higher % means a stronger effect. displacement, % at 20 µM; hits with a dose series show IC50 in µM. actives 0.007% (n = 200,000); in the data active = displacement above about 50%; note: a part of the inactive calls stands beside numbers as strong as those of hits
WT yeast gro inh: growth inhibition of WT yeast, mitochondrial fusion screen; mitochondrial fusion phenotypic screen, WT strain; inhibition, % at 10 µM; actives 2.1% (n = 190,000); in the data active = inhibition above about 58%; tested in S. cerevisiae
human PMI inhibition: MPI enzyme activity inhibition – biochemical, fluorescence intensity, coupled assay, primary screen (AID 1209) | purified PMI enzyme, coupled fluorescence intensity; higher % means a stronger effect | inhibition, % at 20 µM; hits with a dose series show IC50 in µM | actives 0.42% (n = 190,000);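 note: plate controls were DMSO vehicle for no effect and wells lacking substrate for full effect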
WT yeast gro inh mutant strain: further read-out of WT yeast gro inh, marked with its call; inhibition, %; mitochondrial fusion phenotypic screen, mutant strain inhibition
Myeloid diff 2 GFP+ MAC1+ %: second read-out of Myeloid diff 2, no call of its own (marks repeat the call); GFP+ MAC1+ double positive, %; measured here: differentiation confirmed by MAC1 staining
Active calls of the source: *; i = inactive; ? = inconclusive; . = not tested or not shown; & = joins results of further samples. Cut-off read from the data, not from the text of the source, unless noted: active = inhibition above about 50%; inactive = the rest.

Start of the listing, in advance:
SMILES	TNAP activation fold	PhoP inhibition	Myeloid diff 2	Myeloid diff 2 GFP+ MAC1+ %	Siah-1 displacement	RSV antiviral HEp-2	human PMI inhibitors	XIAP displacement	WT yeast gro inh	WT yeast gro inh mutant strain	human PMI inhibition
Cc1cc(C)cc(NC(=O)C2(c3cccs3)CCOCC2)c1	1	1%	i	0.8	5%	1.0%	4%	0.1%	4	4	-1%
O=C(COc1ccccc1-c1ccccc1)c1ccccc1	1.1	-8%	i	0.6	1%	0.3%	-7%	1.4%	50	6	6%
O=C(COC(=O)COc1ccc(Cl)cc1)Nc1ccc(F)c([N+](=O)[O-])c1	1	-4%	i	1.0	-3%	0.9%	9%	-0.5%	-12	-20	5%
O=Cc1cn(-c2ccccc2)nc1-c1cc2cc(O)ccc2oc1=O	1.1	0%	i	6.8	8%	0.1%	9%	-88%	3	7	18%
O=S(=O)(c1ccc(Cl)c(NC(=S)N/N=C/c2ccc(O)cc2)c1)N1CCOCC1	1.1	9%	i	0.5	-12%	?	19%	-6.0%	8	18	12%
Cc1ccc(NC(=O)CS(=O)(=O)c2cn(C)c3ccccc23)c(C)c1	.	-4%	i	1.2	-3%	1.9%	.	.	.	.	.
Clc1ccc(-c2cn3ccccc3n2)cc1	.	1%	i	0.1	-1%	2.3%	.	.	.	.	.
COCCCNC(=O)Cc1ccc(-n2c(C)nc3cccnc32)cc1	.	8%	i	0.4	-1%	0.3%	.	.	.	.	.

This part in full, repeating the preview:
SMILES	TNAP activation fold	PhoP inhibition	Myeloid diff 2	Myeloid diff 2 GFP+ MAC1+ %	Siah-1 displacement	RSV antiviral HEp-2	human PMI inhibitors	XIAP displacement	WT yeast gro inh	WT yeast gro inh mutant strain	human PMI inhibition
Cc1cc(C)cc(NC(=O)C2(c3cccs3)CCOCC2)c1	1	1%	i	0.8	5%	1.0%	4%	0.1%	4	4	-1%
O=C(COc1ccccc1-c1ccccc1)c1ccccc1	1.1	-8%	i	0.6	1%	0.3%	-7%	1.4%	50	6	6%
O=C(COC(=O)COc1ccc(Cl)cc1)Nc1ccc(F)c([N+](=O)[O-])c1	1	-4%	i	1.0	-3%	0.9%	9%	-0.5%	-12	-20	5%
O=Cc1cn(-c2ccccc2)nc1-c1cc2cc(O)ccc2oc1=O	1.1	0%	i	6.8	8%	0.1%	9%	-88%	3	7	18%
O=S(=O)(c1ccc(Cl)c(NC(=S)N/N=C/c2ccc(O)cc2)c1)N1CCOCC1	1.1	9%	i	0.5	-12%	?	19%	-6.0%	8	18	12%
Cc1ccc(NC(=O)CS(=O)(=O)c2cn(C)c3ccccc23)c(C)c1	.	-4%	i	1.2	-3%	1.9%	.	.	.	.	.
Clc1ccc(-c2cn3ccccc3n2)cc1	.	1%	i	0.1	-1%	2.3%	.	.	.	.	.
COCCCNC(=O)Cc1ccc(-n2c(C)nc3cccnc32)cc1	.	8%	i	0.4	-1%	0.3%	.	.	.	.	.
Cc1nc2sc(C(c3ccco3)N3CCN(c4ccccc4)CC3)c(O)n2n1 (stereo unspecified)	1.1	.	i	2.8	-4%	1.8%	-1%	-1.1%	21	8	9%
Nc1ccn([C@@H]2O[C@H](CO)[C@@H](O)[C@@H]2O)c(=O)n1	1.1	0%&-8%	?	.	-2%	-0.6%	-24%	-8.3%	12	6	-30%
O=C(Cc1ccccc1)NCC(=O)Nc1ccc(OC(F)(F)F)cc1	.	-6%	i	1.2	-2%	0.0%	.	.	.	.	.
O=S(=O)(c1ccccc1)c1cnc(-c2cccnc2)nc1-c1ccc(Cl)c(Cl)c1	1	1%	i	0.8	-2%	0.8%	1%	-1.8%	11	2	5%
COc1ccc(S(=O)(=O)Nc2ccccn2)cc1OC	1.1	9%	i	7.2	13%	0.1%	2%	0.3%	0	-26	-4%
O=C(O)c1ccc(NS(=O)(=O)c2cccc(C(=O)Nc3ccc([N+](=O)[O-])cc3)c2)cc1	.	-2%	i	0.6	3%	1.3%	.	.	.	.	.
COc1ccccc1NC(=O)CSc1nncn1-c1ccccc1	.	10%	i	0.6	-5%	1.5%	.	.	.	.	.
NC(=O)c1ccc(Nc2ccc([N+](=O)[O-])cc2[N+](=O)[O-])cc1	1	-11%	i	0.5	1%	13%	5%	-9.1%	19	9	6%
Cc1ccc(CNC(=O)CN(c2ccc(C)cc2)S(=O)(=O)c2c(C)n[nH]c2C)cc1	.	8%	i	1.2	-6%	-1.0%	.	.	.	.	.
O=C1COc2ccc(S(=O)(=O)N3CCN(c4ccccc4)CC3)cc2N1	.	-8%	i	1.7	3%	2.9%	.	.	.	.	.
O=C(CN1C(=O)NC2(CCc3ccccc32)C1=O)Nc1cc(C(F)(F)F)ccc1N1CCOCC1 (stereo unspecified)	1.1	.	.	.	-4%	0.2%	5%	-7.3%	.	.	6%
CCOC(=O)N1CCN(Cc2nnc(-c3ccccc3Cl)o2)CC1	.	8%	i	0.6	3%	0.1%	.	.	.	.	.
CCCS(=O)(=O)c1nc(S(=O)(=O)c2ccc(C)cc2)c(NCCN2CCOCC2)s1	1.1	1%	i	0.5	0%	-0.7%	-20%	-4.8%	0	7	-4%
CCc1nnc(NS(=O)(=O)c2ccc(NC(=S)NC(=O)/C=C/c3ccccc3)cc2)s1	1.1	-17%	i	0.8	12%	1.7%	18%	-10%	0	-5	24%
CC1=NN(c2cccc(Cl)c2)C(=O)C1	.	-11%	i	0.0	0%	2.6%	.	.	.	.	.
CC(C)COc1nc2c(c(=O)n(C)c(=O)n2C)n1C	.	4%	i	0.2	0%	0.1%	.	.	.	.	.
Cc1cccc(NC(=O)C2CCCN(S(=O)(=O)c3c(C)nn(C)c3C)C2)n1 (stereo unspecified)	1.1	-4%	i	2.4	-1%	1.1%	2%	-1.7%	-6	3	4%

Additional structures
SMILES	TNAP activation fold	PhoP inhibition	Myeloid diff 2	Myeloid diff 2 GFP+ MAC1+ %	Siah-1 displacement	RSV antiviral HEp-2	human PMI inhibitors	XIAP displacement	WT yeast gro inh	WT yeast gro inh mutant strain	human PMI inhibition
COCCn1c(=S)[nH]c2cc(C(=O)N3CCCC(C)C3)ccc2c1=O (stereo unspecified)	.	-6%	i	2.1	1%	1.6%	.	.	.	.	.
O=C1C2CC=CCC2C(=O)N1Cc1ccccc1Cl (stereo unspecified)	1.1	2%	i	0.4	12%	2.8%	7%	0.4%	-17	-3	-3%
O=C(c1cnccn1)N1CCN(c2ccccc2)CC1	1.1	6%	.	.	2%	1.6%	3%	-2.0%	9	3	-3%
CCCc1cc(=O)oc2cc(C)cc(OC(C)C(=O)NCC(O)c3ccccc3)c12 (stereo unspecified)	.	-3%	i	0.8	4%	7.6%	.	.	.	.	.
Cc1cccc(NC(=O)C2(c3ccccc3)CC2(Cl)Cl)c1 (stereo unspecified)	1.1	7%	i	0.7	-1%	7.8%	7%	-2.1%	6	13	11%
COc1ccccc1NC(=O)Nc1ccc2[nH]c(=O)[nH]c2c1	1	-6%	i	1.0	2%	-0.3%	6%	-1.4%	9	9	2%
Cc1cc(C(F)(F)F)nn1CC(=O)N1CCCC1	1	14%	i	0.7	-6%	0.7%	-3%	-8.3%	8	-2	2%
Cc1cccc(CC(=O)Nc2ccc(C(=O)N3CCOCC3)cc2)c1	.	-4%	i	0.6	4%	1.6%	.	.	.	.	.
CN=C1S/C(=C\c2ccc(Sc3ccc(Cl)cc3)o2)C(=O)N1C	1	-2%	.	.	0%	.	1%	-7.2%	-47	-5	4%
NC(=O)c1ccc2nc(NC(=O)c3ccc(N)cc3)sc2c1	1	-15%	i	0.4	-1%	.	-1%	-6.2%	8	-15	-1%
COc1ccc(C(=O)NNC(=O)Nc2ccc(C)cc2)cc1	1.1	-10%	i	3.1	2%	1.2%	-9%	-1.8%	25	-4	-10%
Clc1ccc(OCCCN2CCc3ccccc3C2)c(Br)c1	.	-5%	i	0.8	-2%	-2.3%	.	.	.	.	.
CC1CCCN(C(=O)C(Cc2ccccc2)n2cccc2)C1 (stereo unspecified)	1	1%	i	2.4	-4%	-0.1%	7%	-2.0%	22	8	4%
O=C(CSc1ccccc1Cl)NC1CCCc2ccccc21 (stereo unspecified)	1	-6%	i	0.2	16%	0.4%	3%	-9.9%	-9	6	18%
CCOC(=O)NN1C(=O)c2ccccc2NC1c1ccc(OC)cc1 (stereo unspecified)	1	1%	i	0.9	1%	1.2%	-1%	-8.6%	4	4	0%
CC1CCN(C(=O)c2ccc3c(c2)OCO3)CC1	.	6%	i	0.4	-8%	1.1%	.	.	.	.	.
O=C(CSc1nnc(C2COc3ccccc3O2)o1)NC1CCCCC1 (stereo unspecified)	1.1	-13%	i	1.2	-2%	0.6%	15%	-3.7%	2	-11	16%
CCN(Cc1ccncc1)C(=O)c1ccc(Br)o1	.	-6%	i	0.6	2%	1.4%	.	.	.	.	.
CC(=O)Nc1ccc(S(=O)(=O)NCC(=O)OCC(=O)NC(=O)C2CCCCC2)cc1	1	-10%	i	0.4	-1%	-0.1%	7%	-3.7%	2	-11	-5%
O=C(COc1nsnc1N1CCOCC1)Nc1cccc(Cl)c1	.	2%	i	0.6	7%	5.0%	.	.	.	.	.
CCCC(=O)Nc1cccc(NC(=O)CN2CCN(c3ccccc3OC)CC2)c1	1.1	-1%	i	0.7	-3%	.	16%	-7.4%	-6	-15	10%
O=S(=O)(c1ccccc1OC(F)(F)F)N1CCN(c2ccnc3cc(Cl)ccc23)CC1	.	5%	i	0.7	-1%	?	.	.	.	.	.
Cc1ccc(NC(=O)C2CCN(C(=O)c3cccs3)CC2)cc1	.	6%	i	0.7	3%	1.7%	.	.	.	.	.
COc1ccc(Br)cc1CN(C)CC(=O)Nc1cc([N+](=O)[O-])ccc1OC	1	-12%	i	0.7	17%	4.8%	7%	-6.3%	-3	14	15%
Fc1cccc(/C=N/Nc2ccc3ccccc3n2)c1	1.1	-2%	i	0.1	4%	5.6%	-13%	-4.3%	20	33	-15%
O=C(Nc1c2c(nn1-c1ccc([N+](=O)[O-])cc1)CS(=O)(=O)C2)c1ccco1	.	4%	i	3.5	-2%	1.9%	.	.	.	.	.
O=C(CSc1nnc(-c2ccc(Br)cc2)n1C1CCCCC1)N1CCCC1	1.1	-3%	i	0.1	5%	-0.4%	-10%	-6.5%	7	-1	-6%
COc1ccc(-c2nnc3n2N=C(C)CS3)cc1OC	1.1	5%	i	0.5	-3%	2.1%	-4%	-4.7%	-7	-1	-6%
CCOc1ccccc1C1C2=C(COC2=O)Nc2cc3c(cc21)OCO3 (stereo unspecified)	1.1	7%	i	0.9	15%	6.2%	12%	-2.7%	-4	4	5%

Sorted by formula weight (largest number first): 3 of the compounds above
SMILES	TNAP activation fold	PhoP inhibition	Myeloid diff 2	Myeloid diff 2 GFP+ MAC1+ %	Siah-1 displacement	RSV antiviral HEp-2	human PMI inhibitors	XIAP displacement	WT yeast gro inh	WT yeast gro inh mutant strain	human PMI inhibition
O=C(COc1nsnc1N1CCOCC1)Nc1cccc(Cl)c1	.	2%	i	0.6	7%	5.0%	.	.	.	.	.
O=C(CSc1ccccc1Cl)NC1CCCc2ccccc21 (stereo unspecified)	1	-6%	i	0.2	16%	0.4%	3%	-9.9%	-9	6	18%
NC(=O)c1ccc2nc(NC(=O)c3ccc(N)cc3)sc2c1	1	-15%	i	0.4	-1%	.	-1%	-6.2%	8	-15	-1%

Rows are unselected. About 3.1% of those tested had a hit in this group.
